Assay outcomes: PubChem BioAssay, several laboratories
H69AR inhibit: proliferation blockers of H69AR lung cancer cells, primary screen, cell-based, human, 86K library | H69AR lung tumor viability, ATP luminescence, 72 h; stronger effect = lower value | viability, % at 10 µM | 85,000 tested, 6% active | AID 598, 2007;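 active = viability at or below 40%; inactive = viability above 40%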;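 note: multidrug resistant small cell line overexpressing MRP-1 efflux transporter; 100% = mean luminescence of untreated control wells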
S1P2 antag: human S1P2 receptor antagonists, primary screen, cell-based; 97,000 tested, 0.21% active; AID 736, 2007; cell-based S1P2 antagonist assay, inhibition at 5 uM; inhibition, % at 5 µM; in the data active = inhibition above about 45%;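 note: CRE beta-lactamase reporter cells expressing human S1P2 stimulated with S1P; 0% = agonist at EC80 alone and 100% = agonist plus reference antagonist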
Target sequence (O95136 whole entry, looked up): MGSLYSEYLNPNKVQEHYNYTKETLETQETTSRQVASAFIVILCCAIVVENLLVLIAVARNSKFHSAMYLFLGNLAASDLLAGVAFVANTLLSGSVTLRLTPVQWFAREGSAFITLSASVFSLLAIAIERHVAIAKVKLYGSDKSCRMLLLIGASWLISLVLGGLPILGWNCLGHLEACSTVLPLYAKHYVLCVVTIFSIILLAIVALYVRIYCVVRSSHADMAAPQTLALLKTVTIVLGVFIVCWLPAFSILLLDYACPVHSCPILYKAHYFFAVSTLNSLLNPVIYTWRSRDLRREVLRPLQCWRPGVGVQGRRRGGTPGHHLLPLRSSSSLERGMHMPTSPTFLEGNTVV
PostGolgi ctrl: growth inhibition of yeast control strain, primary screen, counter-screen for post-Golgi transport modulator project. efflux-deficient yeast background strain, growth absorbance A615, 16 h. inhibition, % at 10 µM. 98,000 tested, 5% active. AID 738, 2007
Ecoli WT expand: growth inhibitors of wild-type E. coli, primary screen, strain BW25113, expanded library, OD600. OD600 absorbance. 98,000 tested, 0.15% active. growth inhibition, % at 100 µM. AID 710, 2007;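 active = growth inhibition above about 50% at one test dose, limit read from the data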;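 note: growth measured after 20 h incubation at 37 °C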
Lung fibro prol: antiproliferative effect on LL 47 fibroblasts – human, LL 47 cells, CellTiter-Glo luminescence, primary screen. LL 47 human lung fibroblast viability, ATP luminescence; stronger effect = lower value. viability, % at 10 µM. 85,000 tested, 1.1% active. AID 719, 2007;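 active = viability at or below 50% in the single dose screen; inactive = viability above 50%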;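 note: compound exposure lasted 72 h before the ATP readout; 100% = median luminescence of untreated cell-only wells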
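Material: human LL 47 lung fibroblast cells; quantity: 1,150 cells/well; medium: IMEM plus 15% FBS; doses: 0.1% DMSO in all compound wells; timing: overnight attachment after seeding, then 72 h compound exposure at 37 °C; detection: CellTiter-Glo luminescence; measure: % viability of median cell-only signal; controls: cell-only wells, no compound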
HUVEC inhibit: inhibitors of HUVEC proliferation, primary screen, cell-based, 384-well; viability, % at 10 µM (by protocol); 86,000 tested, 1.1% active; CellTiter-Glo luminescence, 72 h; stronger effect = lower value;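 active = viability at or below 30%; inactive = viability above 30%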;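 note: 100% = median luminescence of DMSO-only cell control wells on each plate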
hDAT+cocaine: changed hDAT dopamine uptake under cocaine IC80, either direction, primary screen, cocaine antagonist project, cell-based, LLC-PK1 hDAT, [14C]-dopamine uptake, MLSMR; B-score at 10 µM; 110,000 tested, 1.3% active; Sodium-dependent dopamine transporter (Homo sapiens), Q01959; LLC-PK1 hDAT cells, [14C]-dopamine uptake with cocaine IC80; actives deviate in either direction;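 active = Z score or B-score, a plate-position-corrected score, falls beyond the plate's 99.7% confidence bounds, in either direction; inactive = both scores lie inside the 99.7% bounds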;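 note: scored against the spread of the other compound wells on the same plate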
Target sequence (Q01959 whole entry, looked up): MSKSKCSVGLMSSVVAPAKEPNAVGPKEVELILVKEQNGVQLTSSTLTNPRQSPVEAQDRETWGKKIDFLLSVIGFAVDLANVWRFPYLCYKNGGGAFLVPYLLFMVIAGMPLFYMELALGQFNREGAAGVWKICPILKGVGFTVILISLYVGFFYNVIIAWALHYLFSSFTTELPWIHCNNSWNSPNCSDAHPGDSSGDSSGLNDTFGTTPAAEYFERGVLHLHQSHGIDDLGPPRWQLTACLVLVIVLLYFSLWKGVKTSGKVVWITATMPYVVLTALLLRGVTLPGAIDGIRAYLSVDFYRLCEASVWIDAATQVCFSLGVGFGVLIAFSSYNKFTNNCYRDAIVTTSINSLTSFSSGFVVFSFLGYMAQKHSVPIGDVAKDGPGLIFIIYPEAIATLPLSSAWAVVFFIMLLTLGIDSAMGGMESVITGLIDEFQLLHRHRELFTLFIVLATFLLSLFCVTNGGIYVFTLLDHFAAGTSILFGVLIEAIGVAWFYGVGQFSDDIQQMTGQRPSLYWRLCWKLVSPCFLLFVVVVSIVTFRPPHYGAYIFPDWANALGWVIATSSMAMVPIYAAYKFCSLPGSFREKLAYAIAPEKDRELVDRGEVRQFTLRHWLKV
PostGolgi yeast: phenotypic screen on post-Golgi transport, primary screen; post-Golgi transport phenotypic cell assay; inhibition, % at 10 µM; 98,000 tested, 0.9% active; AID 739, 2007;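 note: yeast cells grown in 1536-well plates; yeast grown about 18 h at 30C before absorbance read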
S1P2 ag: S1P2 receptor agonists, primary screen, cell-based; AID 729, 2007; Sphingosine 1-phosphate receptor 2 (Homo sapiens), O95136; activation, % at 4.5 µM; 97,000 tested, 0.46% active; S1P2-expressing cell line, agonist reporter read-out; in the data active = activation above about 16%;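 note: 0% = vehicle low control and 100% = maximal reference agonist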
Active calls of the source: *; . = no result given; & = joins results of further samples. Cut-off read from the data, not from the text of the source, unless noted: active = inhibition above about 30%; inactive = the rest. This is a random part of the collection. About 11% of those tested had a hit in this group.

SMILES	H69AR inhibit	S1P2 antag	PostGolgi ctrl	Ecoli WT expand	Lung fibro prol	HUVEC inhibit	hDAT+cocaine	PostGolgi yeast	S1P2 ag
O=c1oc(-c2cccs2)nc2ccccc12	97.2	1.0	12.9	1.0	99.7	78.6	0.0169	6.3	0.5
COc1ccc(S(=O)(=O)Nc2ccc3c(c2)OCO3)cc1OC	90.3	20.5	4.9	-1.0	101.1	88.5	-1.11	4.3	-4.0
CC(=O)N1CCN(C(=S)c2ccc(N(C)C)cc2)CC1	105.0	18.4	-1.2	9.0	92.0	88.0	-0.117	-4.5	-5.4
Cc1ccc(-c2csc3nnc(SCC(=O)Nc4nsc(-c5ccccc5)n4)n23)cc1	64.6	-17.5	40.6*	-9.0	109.9	77.3	1.68	9.5	-2.4
O=C(NC(C(=O)NCCN1CCOCC1)C12CC3CC(CC(C3)C1)C2)C1CCCCC1 (configuration not stated)	90.9	5.3	9.7	9.0	98.1	88.9	-0.0743	3.9	-4.8
Cc1cc(C)nc(NC(=O)CN2C(=O)c3ccccc3C2=O)n1	96.8	5.8	2.3	1.0	99.3	82.1	-1.12	6.2	-13.9
COc1cc(NC(=O)c2ccccc2)c(OC)cc1NC(=O)CN1CCCCC1	67.1	-10.0	.	.	96.8	88.8	-0.149	.	-8.2
O=C(CSc1ncc(C(F)(F)F)cc1Cl)N1CCN(S(=O)(=O)c2ccc3ccccc3c2)CC1	.	-16.9	7.7	-11.0	.	.	0.279	-11.9	0.6
CSc1nc(-c2ccccc2)nc2[nH]ccc(=O)c12	50.2	7.9	.	.	95.1	83.2	.	.	-6.4
CN1C(=O)c2ccccc2C(C(=O)NCCCN2CCCC2)C1c1c[nH]c2ccccc12 (configuration not stated)	101.3	-9.1	0.8	-2.0	103.4	97.8	0.358	3.0	-1.9
Clc1cccc(Cl)c1CSc1cc2c(nn1)-c1ccccc1CC2	.	1.7	4.5	-18.0	.	.	2.18	-2.4	-3.3
O=C(NNC(=O)c1ccccc1Cl)c1cccs1	.	13.9	-3.4	4.0	.	.	0.464	8.6	-3.9
OC(COc1cccc(OCC(O)CN2CCOCC2)c1)CN1CCOCC1 (configuration not stated)	109.9	2.2	6.3&3.3	0.0&1.0	96.6	103.6	-0.694	-8.3&-3.5	-5.8
Cc1cc(NC(=O)CSc2ccc3ccccc3c2)no1	97.3	3.2	1.2	-8.0	110.0	89.7	-0.884	0.8	-4.0
COc1ccc(S(=O)(=O)N(C)CC(=O)NC2CCCC2)cc1Cl	82.4	0.2	11.8	1.0	107.5	106.2	-0.984	-1.3	-4.7

Some of these compounds in order of molecular weight, largest number first:
SMILES	H69AR inhibit	S1P2 antag	PostGolgi ctrl	Ecoli WT expand	Lung fibro prol	HUVEC inhibit	hDAT+cocaine	PostGolgi yeast	S1P2 ag
Cc1ccc(-c2csc3nnc(SCC(=O)Nc4nsc(-c5ccccc5)n4)n23)cc1	64.6	-17.5	40.6*	-9.0	109.9	77.3	1.68	9.5	-2.4
CN1C(=O)c2ccccc2C(C(=O)NCCCN2CCCC2)C1c1c[nH]c2ccccc12 (configuration not stated)	101.3	-9.1	0.8	-2.0	103.4	97.8	0.358	3.0	-1.9
Cc1cc(C)nc(NC(=O)CN2C(=O)c3ccccc3C2=O)n1	96.8	5.8	2.3	1.0	99.3	82.1	-1.12	6.2	-13.9
Cc1cc(NC(=O)CSc2ccc3ccccc3c2)no1	97.3	3.2	1.2	-8.0	110.0	89.7	-0.884	0.8	-4.0

The results go on:
SMILES	H69AR inhibit	S1P2 antag	PostGolgi ctrl	Ecoli WT expand	Lung fibro prol	HUVEC inhibit	hDAT+cocaine	PostGolgi yeast	S1P2 ag
C#CC(C)(C)NC(=O)c1ccccc1OC	89.6	.	-3.1	3.0	99.9	98.2	-0.602	-2.2	.
CN1CCCc2cc3c(C(F)(F)F)cc(=O)oc3nc21	87.0	44.8	9.0	-3.0	95.9	94.7	-0.195	11.1	-4.6
CC(NC(=O)NC1CCCCC1)C(c1cccs1)N1CCN(Cc2ccccc2)CC1 (configuration not stated)	88.1	-5.8	13.6	-4.0	81.2	88.5	0.378	-2.2	-6.8
CCOC(=O)c1cc(C(=O)OCC)c2cccc(C)n2c1=O	.	-8.8	1.9	2.0	.	.	-0.288	-7.0	-0.3
Cc1cc(C(=O)NCCC2=CCCCC2)c(C)o1	70.4	1.3	14.4	1.0	94.3	91.1	0.171	12.3	-6.5
Cc1cc2ccccc2n1CCNC(=O)C(C)C	96.9	.	4.2	2.0	103.2	91.9	-0.117	-1.6	.
Cn1c(NCc2ccco2)nc2c1c(=O)n(Cc1ccc(Cl)cc1Cl)c(=O)n2C	54.7	7.4	8.9	1.0	82.2	92.7	-0.00312	2.4	2.3
Cn1c(=O)c(=O)n(C)c2cc(S(=O)(=O)NCCc3ccccc3)ccc21	94.1	17.1	8.7	1.0	97.5	99.2	-0.482	-4.2	-6.7
COc1ccc(-c2c3c(=O)n(C)c(=O)n(C)c3cn2C2CCCCC2)cc1	20.3*	-12.3	41.1*	-5.0	84.3	86.4	0.994	-18.1	-4.6
CCOc1ccc2nc(Nc3nc(CSc4nnnn4-c4ccccc4)cc(=O)[nH]3)nc(C)c2c1	4.5*	-33.3	10.1	-15.0	96.1	52.7	1.4	-1.1	2.7
O=C(NCc1cccnc1)C1CC(=O)N(c2ccc(Cl)cc2)C1 (configuration not stated)	98.8	16.6	-2.3	-2.0	99.7	92.9	-0.0627	-3.1	-6.6
CC(=O)Cc1nsc(NC(=O)c2ccc(COc3ccccc3)o2)n1	85.3	4.4	0.3	-3.0	106.4	103.7	0.0167	0.1	-11.5
O=C(Nc1ccc(S(=O)(=O)Nc2ccccc2)cc1)C1COc2ccccc2O1 (configuration not stated)	40.2	-35.8	.	.	97.8	79.0	0.919	.	-2.9
CC1=NN(c2ccccc2)C(=O)/C1=C\c1c(C)[nH]n(-c2ccccc2)c1=O	86.9	-4.7	0.8	-9.0	110.4	78.3	-0.14	-1.1	-9.7
OCCSc1nncn1/N=C/c1c[nH]c2ccccc12	74.8	1.9	5.1	-1.0	98.0	85.8	-0.839	7.6	-1.5

Only H69AR inhibit and PostGolgi yeast, for 2 of the compounds above:
SMILES	H69AR inhibit	PostGolgi yeast
O=C(Nc1ccc(S(=O)(=O)Nc2ccccc2)cc1)C1COc2ccccc2O1 (configuration not stated)	40.2	.
CC1=NN(c2ccccc2)C(=O)/C1=C\c1c(C)[nH]n(-c2ccccc2)c1=O	86.9	-1.1

Further entries
SMILES	H69AR inhibit	S1P2 antag	PostGolgi ctrl	Ecoli WT expand	Lung fibro prol	HUVEC inhibit	hDAT+cocaine	PostGolgi yeast	S1P2 ag
CNc1nc(Oc2ccc(C(=O)OC)cc2)nc(SC)n1	84.3	-14.6	.	.	100.2	96.3	-0.4	.	-0.9
COc1ccccc1NC(=O)N1CCc2[nH]c3ccc(Cl)cc3c2C1	40.4	5.1	8.3	-2.0	84.7	74.8	1.48	3.7	-4.2
COc1cc(NC(=O)C2CCCCC2)c2ncccc2c1	109.9	-1.5	9.2	0.0	86.1	82.1	0.232	-0.6	-2.6
CSCCC(NC(=O)c1cc(CC(C)C)oc1C)C(=O)O (configuration not stated)	95.0	-16.4	5.6	8.0	95.6	95.5	1	4.1	-1.2
Cc1ccc(OCC(O)CN2CCN(Cc3ccc4c(c3)OCO4)CC2)c(C)c1 (configuration not stated)	92.5	8.3	29.9	-6.0	92.6	69.2	-0.454	100.5*	-6.0
CCCCN1C(=O)C2(NNc3ccccc3O2)c2ccccc21 (configuration not stated)	.	8.9	8.6	-16.0	.	.	-0.476	-2.4	-5.0
COc1ccc(OC)c(CN2CCN(C(=O)c3cccs3)CC2)c1	87.9	-7.3	2.4	4.0	89.4	94.0	0.329	4.7	-0.2
C=CCn1c(SCC(=O)N2CCN(c3ccccc3)CC2)nnc1-c1ccco1	92.4	2.5	4.3	-9.0	107.1	95.5	1.08	-2.9	-2.7
Oc1ccc(-c2nc3cnccn3c2Nc2ccc3c(c2)OCCO3)cc1	58.5	13.1	-1.9	6.0	87.5	94.0	.	-4.7	-5.0
Nc1c(C(=O)N2CCOCC2)sc(=S)n1-c1ccccc1	81.6	-7.3	-2.1	4.0	95.6	95.0	2.62	-5.7	-4.6
COc1ccc(C(C(=O)NC2CCCC2)N2CCc3ccccc32)cc1 (configuration not stated)	82.8	.	6.5	2.0	95.7	97.1	-1.24	2.3	.
Cc1c(NCc2cc(Cl)cc(Cl)c2O)c(=O)n(-c2ccccc2)n1C	93.4	13.3	20.9	7.0	89.1	91.9	-0.315	9.6	-5.0
O=[N+]([O-])c1ccc(OC/C=C2\Oc3ccc([N+](=O)[O-])cc3C2N2CCOCC2)cc1 (configuration not stated)	.	10.1	35.2*	-19.0	.	.	1.07	11.7	-8.0
CN(C)CCNc1nc(-c2ccco2)c2c(c1C#N)CC(C)(C)OC2	94.1	-14.4	3.1	-3.0	104.0	81.4	0.0111	-3.3	-2.2
COc1ccccc1Oc1ccc(S(=O)(=O)N2CCCC2)cc1	75.7	-32.7	10.4	-11.0	97.0	100.1	-0.114	10.8	-0.9
CCOc1ccccc1N(C(=O)CNC(=O)c1ccco1)C(C(=O)NC1CCCC1)c1cccnc1 (configuration not stated)	87.3	17.8	-3.8	5.0	83.7	95.5	0.876	22.9	-4.7
C=CCNC(=O)c1onc(CSc2cc(C)ccc2C)c1C(=O)O	.	-16.4	-1.2	-7.0	.	.	-0.347	0.2	-10.0
CC(C)CC(=O)NC(NC(=S)Nc1cccc2cccnc12)C(Cl)(Cl)Cl (configuration not stated)	.	16.1	16.5	-6.0	.	.	-0.22	0.2	-8.2
CCc1ccc(CCC(=O)Nc2ccc(C(C)=O)cc2)o1	84.0	-2.0	.	.	101.7	91.8	0.208	.	-3.8
O=C(NC1(C(F)(F)F)C(=O)Nc2c1c(=O)[nH]c(=O)n2-c1ccccc1)c1ccncc1 (configuration not stated)	89.3	3.8	.	.	88.3	83.0	0.402	.	-1.4
O=C(Cn1cc(C(=O)COc2ccccc2)c2ccccc21)NCc1ccco1	73.0	1.3	8.9	-6.0	90.2	85.9	0.248	3.0	-8.0
CC1=CS/C(=C(/C#N)C(=O)N2CCCCC2)N1c1ccccc1	95.7	2.9	1.9	-3.0	97.1	100.9	-0.462	-1.2	-7.7
COc1ccc(/C(O)=C2/C(=O)C(=O)N(CCN(C)C)C2c2ccc(C)cc2)cc1Cl (configuration not stated)	93.4	4.8	5.1	-2.0	104.1	101.9	-0.322	0.2	-4.6
CS(=O)(=O)N1CCc2cc(C(=O)O)ccc21	106.4	-8.4	29.6	-3.0	97.0	99.4	-0.733	-9.1	-3.2
O=C(Nc1ccc2c(c1)OCO2)C1CCN(S(=O)(=O)c2cccs2)CC1	95.7	20.2	6.5	4.0	108.6	83.5	0.367	8.2	-4.5
OCCNCCCCOc1ccc(F)cc1	97.5	18.9	-1.0	8.0	99.1	106.2	-0.142	4.5	-7.0
Cc1cc(C)nc(SCc2nc3nc(C)cc(C)n3c2Br)n1	96.2	-24.6	0.0	8.0	103.1	107.0	-0.204	2.8	13.3
CC(C)(C)NC(=O)C(Cc1ccccc1)NS(=O)(=O)c1ccc2c(c1)CCC(=O)N2 (configuration not stated)	92.7	5.0	-4.7	4.0	97.8	89.0	-1.42	11.6	-7.8
N#CC1=C2SCN(Cc3ccco3)CN2C(=O)CC1c1c(F)cccc1Cl (configuration not stated)	91.9	2.7	4.2	-8.0	101.3	102.8	-1.69	4.9	-4.2
